CBFb RUNX1 block: CBF-beta/RUNX1 interaction disruption. Q01196+Q13951. 230,000 tested, under 10 active. AlphaScreen CBFb-His/RUNX1-biotin binding, biochemical. Potency, µM (series often up to 59.8 µM), without a hit: at the highest dose activity, negative = inhibition, most hits filed as inhibitors; also: % of control where 0% means no effect
Target sequence (Q01196 whole entry, looked up): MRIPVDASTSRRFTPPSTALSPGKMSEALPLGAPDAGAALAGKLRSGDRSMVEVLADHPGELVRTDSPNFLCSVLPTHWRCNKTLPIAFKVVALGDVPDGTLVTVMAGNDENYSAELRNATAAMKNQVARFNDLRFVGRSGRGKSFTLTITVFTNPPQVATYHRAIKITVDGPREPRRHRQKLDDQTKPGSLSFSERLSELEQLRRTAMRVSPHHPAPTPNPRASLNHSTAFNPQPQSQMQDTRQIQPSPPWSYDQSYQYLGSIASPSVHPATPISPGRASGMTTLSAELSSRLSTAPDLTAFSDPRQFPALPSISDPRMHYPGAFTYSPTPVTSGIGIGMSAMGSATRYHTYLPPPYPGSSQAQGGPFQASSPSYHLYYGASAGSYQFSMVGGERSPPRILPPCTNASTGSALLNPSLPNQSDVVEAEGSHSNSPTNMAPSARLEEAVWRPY
Target sequence (Q13951 whole entry, looked up): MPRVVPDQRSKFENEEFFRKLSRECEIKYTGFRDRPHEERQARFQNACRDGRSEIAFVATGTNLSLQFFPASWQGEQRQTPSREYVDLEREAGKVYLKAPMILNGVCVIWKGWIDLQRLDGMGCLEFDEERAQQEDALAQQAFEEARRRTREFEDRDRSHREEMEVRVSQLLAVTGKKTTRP
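AlphaScreen binding: CBFb-His and RUNX1-biotin (30 nM each) preincubated 20 min, compound added for 15 min, then nickel and streptavidin beads for 90 min, all at room temperature. Disruption of the interaction by any mechanism counts as activity.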
aGlu spleen mod: lysosomal alpha-glucosidase (human) modulation. P10253. human spleen homogenate, 4-MU-alpha-glucoside fluorescence. 0.006% of 240,000 active. Potency, µM (top dose mostly 79.9 µM), for inactives: at the highest dose activity change, negative = inhibition, usual class: inhibitors;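 also: potency is read from the fitted curve at half-maximal effect; 0% = enzyme with vehicle and -100% = no enzyme basal signal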
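Human spleen homogenate (1 ug) incubated with compounds and 1 mM 4-methylumbelliferyl-alpha-D-glucopyranoside in pH 5.0 citrate/phosphate buffer, 37 C, 40 min. Stopped at pH 10; 4-MU fluorescence (Ex 365/Em 440 nm); AC50 by Hill fit.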
Lamin A splicing: LMNA splicing modulation; HeLa LMNA splicing GFP/RFP minigene ratio, 48 h; Potency, µM (doses to about 46.1 µM), without a hit: at the highest dose ratio change, negative = inhibition, actives largely listed as inhibitors; 0.01% of 200,000 active; AID 1487; active = well fitted inhibition curve with a large enough effect in the signal ratio, with a control signal flat, not every such curve was filed as active; inconclusive = small, poorly fitted or top-dose-only effect, or effect the other way, or a change in a side signal; the % refers to the signal ratio; also: potency is read from the fitted curve at half-maximal effect; % is scaled to controls: 0 for no effect and ±100 for the full control effect
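Read-out is the ratio of GFP to DsRed2 object intensity, acquired by 488 nm laser-scanning cytometry on HeLa lamin A-EGFP minigene reporter cells. Compound incubation 48 hrs at 37 °C in Opti-MEM with 2% FBS; DMSO 0.5% final.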
HTT ATP protect: protects HTT-Q103 PC12 cells, measured by ATP; Potency, µM (series often up to 56.4 µM), for the others: cytoprotection (ATP increase), most hits filed as activators; PC12 HTT-Q103 induced, cytoprotection, ATP luminescence, 40 h; AID 1471; 0.14% of 230,000 active;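 also: potency is read from the fitted curve at half-maximal effect; % of control where 0% means no effect; nearly all actives have a fitted effect of over 45% in size; toxic huntingtin expression switched on by the ecdysone agonist tebufenozide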
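Readout: ATPlite luminescence (ATP level). Model: stable PC12, inducible Htt exon1 Q103-GFP. Inducer: tebufenozide, 100 nM final. Compounds: dose series. No G418 in medium.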
HttQ103 aggreg: inhibitors of mutant huntingtin aggregate formation in PC12 cells; PC12 HttQ103-GFP aggregates, Acumen cytometry, 40 h; Potency, µM (doses to about 46.1 µM), for inactives: at the top dose activity change, negative = inhibition, most hits filed as inhibitors; 1.1% of 220,000 active; AID 1688; also: potency is read from the fitted curve at half-maximal effect; % is scaled to controls: 0 for no effect and ±100 for the full control effect; nearly all actives have a fitted effect of over 60% in size
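Read-out: GFP aggregate count by laser scanning cytometer (488 nm excitation, 500-530 nm emission, 1–25 µm objects >6 SD above background). Cells: PC12, inducible HTTex1-Q103-GFP, 100 nM tebufenozide; compounds titrated.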
GAA inh: inhibitors of human lysosomal alpha-glucosidase; purified human GAA, 4-MU-alpha-glucoside fluorescence; P10253; 0.005% of 200,000 active; AID 1466; Potency, µM (titrated, usually from 76.9 µM), without a hit: at the highest dose activity change, negative = inhibition, hits mostly inhibitors;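 also: potency is read from the fitted curve at half-maximal effect; plate controls were uninhibited enzyme wells for no effect and no-enzyme background for full effect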
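Compounds are titrated up to 77 uM against 4 nM human enzyme. Substrate 4-methylumbelliferyl-alpha-D-pyranoside (400 uM) reacts 20 min at room temperature in pH 5.0 buffer; liberated 4-methylumbelliferone is read at 440 nm.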
GAA glycogen mod: alters human alpha-glucosidase cleavage of glycogen | Potency, µM (titrated, usually from 76.4 µM), for the others: top-dose activity change, negative = inhibition, usual class: inhibitors | recombinant GAA, glycogen substrate, Amplex Red glucose oxidase fluorescence | AID 2100 | 0.38% of 300,000 active;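 also: potency is read from the fitted curve at half-maximal effect; 0% = full enzyme reaction and -100% = no-enzyme basal signal; the screen sought inhibitors and activators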
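Natural-substrate format: glycogen cleavage by 4 nM human enzyme, glucose read by Amplex Red coupling (Ex 573, Em 610 nm). Normalized to enzyme and no-enzyme controls.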
The depositor's hits bear a star; ? = inconclusive; / = no result given; [ ] = another dose, or the depositor's remark. Unless noted, calls follow the shape of the dose curve; as a rule, active = well fitted curve in the direction sought with a large enough effect; inconclusive = small, poorly fitted or top-dose-only effect, or another doubt; inactive = no such curve, though single readings can be large; an effect the other way counts as inactive or inconclusive.

smiles	CBFb RUNX1 block	aGlu spleen mod	Lamin A splicing	HTT ATP protect	HttQ103 aggreg	GAA inh	GAA glycogen mod
CC(/C=C/c1ccco1)=N\NC(=O)c1cccc(Cl)c1	5%	-1%	-15%	-2%[10 µM]	-22%	-4%	5%
COc1ccc(/C=N/NC(=O)c2cccnc2)cc1Cn1nc([N+](=O)[O-])c(Br)c1C	3%	9%	-24%[46 µM]	-79%[inhibitor]	-11%	1%	3%
Cc1ccc(N=Nc2c(N)[nH]n3c(=O)cc(-c4ccccc4)nc23)cc1	-13%	-2%	-17%	-36%	?	-3%	7%
CCC1Oc2ccccc2N(CC(=O)NCCC2=CCCCC2)C1=O (stereo not drawn)	0%	-13%	6%	-16%	-1%	-4%	-7%
C#CCN1C(=O)S/C(=C/C=C/c2ccc(N(C)C)cc2)C1=O	?	1%	?	/	-32%	-4%	-8%
COc1ccc(C(=O)Nn2c(SCC(=O)NCc3ccccc3)nc3ccccc3c2=O)cc1	-10%	1%	0%	-74%[inhibitor]	11%[9.22 µM]	-1%	10%
CC1CCCC(C)N1C(=O)CSc1nnnn1Cc1ccccc1 (stereo not drawn)	-2%	-14%	6%	-4%	7%	-6%	0%
COc1ccc(C(=O)C2CCCN(C/C=C/c3ccccc3OC)C2)c(OC)c1 (stereo not drawn)	-4%	0%	/	-1%[10 µM]	-4%[9.22 µM]	/	8%
CCN(Cc1ccccc1)S(=O)(=O)c1cc(C(=O)c2c(N)n(C)c(=O)n(C)c2=O)ccc1OC	-2%	0%	-8%[46 µM]	-59%	12%	3%	5%
Cc1cccc2cc3c(NC(=O)C(C)C)nn(C)c3nc12	12%	5%	4%	-1%	12%	-12%	-5%
Cc1c(Cl)cccc1N/C(=N/S(=O)(=O)c1cccs1)c1ccccc1	6%	-8%	?	22%[10 µM]	9%[9.22 µM]	-4%	-15%
O=C(Nc1cc(Br)ccc1O)c1cnn2c(C(F)F)cc(C3CC3)nc12	-3%	5%	-16%[46 µM]	-53%[inhibitor]	12%	-3%	-7%
FCCCOc1ccc(/C=N/OCc2ccc(Cl)cc2)cc1	?	-15%	0%	5%	-15%	-4%	-6%
CC(c1ccccc1)N1C(=O)c2ccc(C(=O)NCc3ccco3)cc2C1=O (stereo not drawn)	-18%	-1%	-5%	14%[0.074 µM]	0%	-13%	0%
CN(C)S(=O)(=O)c1ccc(NC(=S)NC(=O)Cc2ccccc2)cc1	-9%	-5%	/	-6%	8%	1%	10%
CCOc1ccc2c(C)c(C)c(=O)oc2c1OCC	4%	7%	0%	-9%	-1%	6%	3%
O=C(NCCC1=CCCCC1)c1ccc(Cl)cc1	26%	0%	/	-17%[10 µM]	-20%[9.22 µM]	-5%	5%
Cc1ccc(C(c2sc3nc(C)nn3c2O)N2CCN(c3ccc(F)cc3)CC2)cc1 (stereo not drawn)	12%	6%	?	-9%	18%	-8%	2%
Cc1c(C(=O)NC2CCCCC2)oc2c1C(=O)CC(C)(C)C2	4%	4%	4%	-28%	-17%	1%	6%
CN1C(=O)N(c2nnc(C(C)(C)C)s2)C(=O)C1c1ccccc1 (stereo not drawn)	2%	2%	/	5%[10 µM]	-17%[9.22 µM]	/	6%
CCOC(=O)Cc1cc(=O)[nH]c(/N=C(/NC(=O)c2ccccc2)Nc2ccccc2C(F)(F)F)n1	-2%	0%	8%	2%	-15%	-8%	-1%
CC(C)(C)Nc1c(-c2cccs2)nc2ccccn12	-4%	-16%	?	0%[10 µM]	20%[9.22 µM]	6%	-13%
CCNc1ncc2nc(-c3ccccc3)c(=O)n(Cc3cccs3)c2n1	/	5%	?	-19%	/	/	/
Cc1cccc(NC(=O)c2cn(-c3ccccc3)nc2-c2ccccc2)c1	8%	4%	?	39%[10 µM]	0%	-2%	-3%
COc1ccc(NC(=O)c2ccc(-c3ccccc3Cl)o2)cc1	2%[2.36 µM]	0%	?	/	14%	-5%	1%
CCOC(=O)c1cnc(-n2nc(C)cc2C)nc1Oc1ccc(C(=O)OC)cc1	7%	-4%	/	0%[10 µM]	30%[9.22 µM]	/	-2%
CC(C)c1ccc(-n2c(-c3ccccc3)c[n+]3c2CCc2ccccc2-3)cc1	3%	-10%	/	-54%[inhibitor][10 µM]	1.6µM*	-1%	6%
O=C(/C=C/NNC(=O)c1ccc(Cl)cc1)c1ccccc1	0%	7%	/	/	?	-6%	-11%
N#CCC(=O)N/N=C/c1ccc(OCc2ccccc2)cc1	-10%	7%	/	-46%	6%	-8%	2%
N#C/C(=C\Nc1ccccc1SC(F)(F)F)c1nc(-c2ccc(F)cc2)cs1	-10%	0%	5%	-15%[10 µM]	-5%	11%	-19%
CCN(c1ccccc1)S(=O)(=O)c1ccc(Cl)c(NC(=O)CSc2nnc(C)s2)c1	3%	-19%	6%[46 µM]	-22%	-10%	-4%	-15%
S=C1NCCOCCOCCOCCNC(=S)N2CCOCCOCCN1CCOCCOCC2	8%	-8%	9%[46 µM]	13%[10 µM]	-10%[9.22 µM]	-2%	5%
O=C(c1cc2ccccc2oc1=O)N1CCN(Cc2ccc3c(c2)OCO3)CC1	1%	5%	2%	6%	-17%	1%	1%
Cc1ccc(S(=O)(=O)N2CCN(C(=S)NCCc3ccccc3)CC2)cc1	-4%	0%	-21%[46 µM]	-19%	?	?	-7%
c1ccc(-c2nc3c(ccc4ccccc43)[nH]2)nc1	-25%	-11%	-8%	-13%[10 µM]	-1%	9%	4%
CCCCOc1ccc(-c2nc(/C=N/c3nccs3)c(O)o2)cc1	1%	0%	-6%	23%[10 µM]	-11%	-7%	-5%
C/C(=N\NC(=O)COc1ccccc1)c1ccc(O)cc1	-1%	-15%	/	-3%[10 µM]	-7%[9.22 µM]	14%	-4%
CCOC(=O)C1=C(CC)Nc2ccccc2N=C1NC(=O)c1ccc(S(=O)(=O)N2CCCC2)cc1	3%	-3%	?	-5%	-2%	-3%	-3%
CCN(Cc1ccccc1)C(c1ccc(C)cc1)c1nnnn1C(C)(C)CC (stereo not drawn)	14%	-5%	?	20%	?	-4%	1%
Cc1noc(C)c1COc1ncnc2ccccc12	-7%	2%	/	-10%	-5%	-2%	-2%
N/C(=N\OC(=O)c1cccc([N+](=O)[O-])c1)c1cccnc1	0%	-10%	-7%	-10%[1.9 µM]	5%	3%	6%
CCCOC1OC(=O)c2c1ccc(OC)c2OC (stereo not drawn)	11%	0%	-4%	17%[10 µM]	20%	3%	-8%
CC(=O)Nc1c(O)nc(SC/C=C/CSc2nc(O)c(NC(C)=O)c(=O)[nH]2)[nH]c1=O	4%	6%	?	-18%[10 µM]	-2%	-3%	-8%
CCCOc1ccc(C(=O)Nn2c(C)nc3ccccc3c2=O)cc1	5%	-4%	-8%	1%	6%	?	9%
CC1CCC/C(=N/Nc2ccc([N+](=O)[O-])cc2[N+](=O)[O-])C1 (stereo not drawn)	-17%	2%	16%	14%	1%[9.22 µM]	-12%	16µM*
O=C(NCc1cccnc1)C1CCN(c2ccc(S(=O)(=O)N3CCOCC3)cc2Cl)CC1	1%	-6%	6%[46 µM]	7%[10 µM]	-2%[9.22 µM]	?	-1%

Of the compounds above, 7 contain two or more sulfur atoms.
smiles	CBFb RUNX1 block	aGlu spleen mod	Lamin A splicing	HTT ATP protect	HttQ103 aggreg	GAA inh	GAA glycogen mod
Cc1c(Cl)cccc1N/C(=N/S(=O)(=O)c1cccs1)c1ccccc1	6%	-8%	?	22%[10 µM]	9%[9.22 µM]	-4%	-15%
CN(C)S(=O)(=O)c1ccc(NC(=S)NC(=O)Cc2ccccc2)cc1	-9%	-5%	/	-6%	8%	1%	10%
N#C/C(=C\Nc1ccccc1SC(F)(F)F)c1nc(-c2ccc(F)cc2)cs1	-10%	0%	5%	-15%[10 µM]	-5%	11%	-19%
CCN(c1ccccc1)S(=O)(=O)c1ccc(Cl)c(NC(=O)CSc2nnc(C)s2)c1	3%	-19%	6%[46 µM]	-22%	-10%	-4%	-15%
S=C1NCCOCCOCCOCCNC(=S)N2CCOCCOCCN1CCOCCOCC2	8%	-8%	9%[46 µM]	13%[10 µM]	-10%[9.22 µM]	-2%	5%
Cc1ccc(S(=O)(=O)N2CCN(C(=S)NCCc3ccccc3)CC2)cc1	-4%	0%	-21%[46 µM]	-19%	?	?	-7%
CC(=O)Nc1c(O)nc(SC/C=C/CSc2nc(O)c(NC(C)=O)c(=O)[nH]2)[nH]c1=O	4%	6%	?	-18%[10 µM]	-2%	-3%	-8%

High-throughput results deposited in PubChem BioAssay by National Center for Advancing Translational Sciences (NCATS).
